# RSV antiviral HEp-2 = RSV antiviral activity via CPE protection, HEp-2 cells, primary 10 µM value included (AID 2391) | HEp-2 cells, RSV-induced CPE inhibition; higher % means a stronger effect | CPE inhibition, % at 10 µM; hits with a dose series show IC50 in µM | 310,000 compounds, 0.13% hits; in the data active means a potency from the dose series; inconclusive means CPE inhibition mostly from about 23% at the one dose, without a potency; inactive means the rest, 99 in 100 with CPE inhibition below about 21%; further: strong numbers were not always called active
# Rac1 GTP hydrolysis = MgcRacGAP GTPase-activating activity inhibitors, confirmation, biochemical, ADP Hunter fluorescence; MgcRacGAP-stimulated Rac1 GTP hydrolysis, ADP Hunter fluorescence; higher % means a stronger effect; GST-tagged Rac1 F28L mutant substrate; Rac GTPase-activating protein 1 (Homo sapiens); 340,000 compounds, 0.6% hits; one-dose inhibition, % at 30 µM; IC50 in µM for titrated hits;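 active means first-screen hits whose inhibition reached a set limit at any dose in the follow-up dose series; inconclusive means inhibition above the set first-screen limit but never retested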;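 further: fluorescence reports GDP produced by GAP-driven GTP hydrolysis; strong numbers were not always called active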
# AID2073 = inhibitors of Mint1-CaV2.2 protein interaction, biochemical, HTRF (AID 2073); Voltage-dependent N-type calcium channel subunit alpha-1B (Homo sapiens); 290,000 compounds, 0.19% hits; one-dose inhibition, % at 20 µM; IC50 in µM for titrated hits; HTRF protein-protein interaction, Mint1-CaV2.2; higher % means a stronger effect; in the data active means inhibition mostly above about 51%, no sharp cut-off; inconclusive means no clear call, values can overlap the other calls; inactive means mostly below about 53%; further: some results filed as inactive read as strong as hits
# SIAH1 antagonists = Siah-1 peptide-binding antagonists, primary screen, biochemical, fluorescence polarization, rhodamine-plectin, uHTS (AID 1817); 290,000 compounds, 0.02% hits; E3 ubiquitin-protein ligase SIAH1 (Homo sapiens); displacement, % at 20 µM; hits with a dose series show IC50 in µM; Siah-1 / rhodamine-plectin peptide fluorescence polarization; higher % means a stronger effect;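 active means displacement of at least 50% at 20 µM, with a fluorescence ratio check between 0.3 and a set limit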;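 further: plate controls were Siah plus tracer with DMSO for no effect and tracer alone without Siah for full effect; strong numbers were not always called active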
# Large T inhibition = SV40 large T antigen inhibitors, biochemical (AID 1903) | SV40 large T antigen ATPase/helicase inhibition assay; higher % means a stronger effect | inhibition, % at 20 µM, or IC50 in µM where a hit was titrated | 310,000 compounds, 0.39% hits; in the data active means a potency from the dose series; inconclusive means inhibition mostly from about 32% at the one dose, without a potency; inactive means the rest, 99 in 100 with inhibition below about 32%; further: strong numbers were not always called active
# LYP inhibition = inhibitors of LYP phosphatase, biochemical, fluorescence intensity, uHTS (AID 1779); inhibition, % at 11.5 µM, or IC50 in µM where a hit was titrated; Tyrosine-protein phosphatase non-receptor type 22 (Homo sapiens); 290,000 compounds, 0.054% hits; recombinant LYP phosphatase, fluorescence intensity; higher % means a stronger effect; in the data active means inhibition above about 50%;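 further: plate controls were vehicle with enzyme for no effect and no enzyme for full effect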
# HIV peptide binding = inhibitors of HIV fusion peptide binding, primary screen, biochemical, uHTS, fluorescence dequenching (AID 1986). cell-free peptide binding, fluorescence dequenching, 30 min; higher % means a stronger effect. inhibition, % at 20 µM; hits with a dose series show IC50 in µM. 290,000 compounds, 0.3% hits; in the data active means inhibition mostly above about 52%, no sharp cut-off; inactive means mostly below about 76%; further: some results filed as inactive read as strong as hits
# Dengue-2 NS5 capping = Dengue-2 NS5 methyltransferase inhibitors, primary screen, biochemical, confirmation dose response (AID 588689) | Genome polyprotein (Dengue virus type 2 (strain 16681-PDK53)) | inhibition, % at 25 µM, or IC50 in µM where a hit was titrated | Dengue-2 NS5 methyltransferase capping enzyme assay, biochemical; higher % means a stronger effect | 340,000 compounds, 0.3% hits; in the data active means a potency from the dose series; inconclusive means inhibition above about 29% without an active follow-up result
# XIAP antagonists = XIAP antagonists, biochemical, IAP family, fluorescence polarization (AID 1018) | E3 ubiquitin-protein ligase XIAP (Homo sapiens) | XIAP BIR domain, fluorescence polarization peptide displacement; higher % means a stronger effect | displacement, % at 20 µM; hits with a dose series show IC50 in µM | 200,000 compounds, 0.007% hits; in the data active means displacement above about 50%; further: a part of the inactive calls stands beside numbers as strong as those of hits
# Dengue-2 NS5 capping pilot replicate = also measured in Dengue-2 NS5 capping; calls as there; inhibition, %; measured here: pilot screen replicate inhibition
# * = called active by the depositor; u = inconclusive; x = not tested or not shown.
# Sample of the layout:
SMILES,RSV antiviral HEp-2,Rac1 GTP hydrolysis,AID2073,SIAH1 antagonists,Large T inhibition,LYP inhibition,HIV peptide binding,Dengue-2 NS5 capping,XIAP antagonists,others
NC(=O)NC(CC(=O)NCCc1ccc(S(N)(=O)=O)cc1)c1ccccc1Cl (configuration not stated),-1.4%,5%,20%,13%,17%,-12%,0.5%,-6%,x,
CCOc1ccc(NC(=O)CN(C)C(=O)Cn2c(=O)oc3ccccc32)cc1OCC,3.2%,11%,x,x,7%,x,x,-1%,x,

# The whole of this part, from the first entry:
SMILES,RSV antiviral HEp-2,Rac1 GTP hydrolysis,AID2073,SIAH1 antagonists,Large T inhibition,LYP inhibition,HIV peptide binding,Dengue-2 NS5 capping,XIAP antagonists,others
NC(=O)NC(CC(=O)NCCc1ccc(S(N)(=O)=O)cc1)c1ccccc1Cl (configuration not stated),-1.4%,5%,20%,13%,17%,-12%,0.5%,-6%,x,
CCOc1ccc(NC(=O)CN(C)C(=O)Cn2c(=O)oc3ccccc32)cc1OCC,3.2%,11%,x,x,7%,x,x,-1%,x,
CC1Oc2ccccc2C=C1C1/C(=C(/O)c2ccccc2)C(=O)C(=O)N1CCCN(C)C (configuration not stated),-0.4%,10%,1%,2%,2%,-2%,0.3%,2%,-0.6%,
COc1ccc2[nH]cc(CCNS(=O)(=O)c3ccccc3)c2c1,1.0%,6%,-15%,-6%,4%,-8%,-1.0%,x,-1.1%,
COc1ccc([N+](=O)[O-])cc1NC(=O)c1ccccc1SC,-0.4%,-2%,25%,3%,21%,1%,-1.2%,-4%,-6.4%,
COCCNC(=O)C(c1ccc(C)cc1)N(Cc1ccco1)C(=O)CCC(=O)Nc1ccccn1 (configuration not stated),1.1%,8%,14%,-5%,-2%,-4%,-2.2%,-1%,x,
Cc1ccc(CNn2cn[nH]c2=S)cc1,1.6%,7%,x,x,27%,x,x,7%,x,
CCOC(=O)Cn1c(=O)c(F)cn(Cc2ccc(OC)c([N+](=O)[O-])c2)c1=O,0.3%,17%,-3%,1%,9%,-9%,-0.7%,x,x,
CCOc1ccc(CNC(=O)c2ccc(Sc3ccc(C)cc3)c(NC(C)=O)c2)cc1OC,7.7%,2%,8%,-6%,28%,-4%,-1.4%,1%,-5.1%,
CCC(=NCCc1ccc(OC)c(OC)c1)C1=C(O)CC(C)(C)CC1=O,7.8%,4%,u,11%,3%,-4%,0.5%,-6%,-0.6%,
CCn1ccc(C(=O)Oc2ccc(Cl)cc2)n1,0.3%,10%,6%,5%,4%,-6%,0.6%,7%,0.0%,
Cc1ccc(NC(=O)c2c(Cl)nc3ccccn23)cc1,8.3%,16%,3%,-2%,15%,6%,0.2%,8%,-8.0%,
CC(C)CC(=O)Nc1nc(=S)ss1,8.7%,8%,23%,0%,12%,5%,-0.5%,-20%,-2.2%,
CCNC(=S)NNC(=O)CCn1c2ccccc2c2ccccc21,2.1%,6%,-42%,4%,2%,-2%,-3.4%,-8%,-1.3%,
O=C(CSCc1ccccc1Br)N/N=C/c1ccc2c(c1)OCO2,12%,9%,3%,2%,7%,7%,-1.6%,-6%,-5.5%,
CCN(CC)C(=O)CSc1nc2c(sc(=S)n2-c2ccccc2)c(=O)n1-c1ccc(OC)c(OC)c1,0.0%,9%,4%,3%,4%,-1%,-0.4%,-6%,x,
COc1ccc(-n2c(SCC(=O)NCc3cccs3)nnc2-c2ccoc2C)cc1,6.1%,9%,-3%,3%,24%,0%,1.9%,-10%,-6.6%,
CCn1c(SCC(=O)c2ccccc2)nnc1-c1cccnc1,4.6%,11%,-2%,3%,22%,-7%,-0.9%,4%,13%,
COc1cc(NC(=O)c2cc(-c3cccnc3)nc3ccc(C)cc23)c(OC)cc1Cl,-0.5%,x,12%,5%,6%,6%,0.9%,x,-1.5%,
COc1ccc(COC(=O)c2ccc(S(=O)(=O)N3CCC(C)CC3)cc2)cc1,1.4%,6%,8%,2%,4%,-8%,6.8%,-6%,x,
CNC(=O)COC(=O)c1ccccc1C(=O)c1ccc(Cl)c([N+](=O)[O-])c1,x,1%,-10%,-2%,8%,-6%,-1.9%,-10%,-9.5%,
CCCCn1nc(NS(=O)(=O)c2cccc3nonc23)c2cc3cccc(C)c3nc21,10%,8%,-8%,9%,51%,-4%,13%,28%,x,
CC(=O)NC(NC(C)=O)c1cccc(OCc2ccccc2)c1,2.2%,4%,5%,5%,4%,-8%,4.3%,1%,-3.0%,
Nc1ccnc(=O)[nH]1,0.3%,-2%,x,x,7%,x,x,-2%,x,
O=C1CCC(C(=O)N(Cc2cccs2)C2(C(=O)NC3CCCCC3)CCCCC2)N1 (configuration not stated),0.0%,-5%,-4%,2%,20%,0%,-2.6%,-1%,-1.8%,
COc1cc(C(=O)NCCOc2cc(C)cc(C)c2)c(Br)c(OC)c1OC,0.3%,7%,-7%,3%,6%,-1%,1.8%,-3%,-2.8%,
Cc1ccc(C)c(Cn2c(C(=O)OC(C)C)cc3c2ccn3C)c1,2.2%,4%,8%,3%,4%,-3%,3.1%,-2%,-2.6%,
Cc1cc(C)cc(C(=O)N(NC(=O)Nc2ccc(Cl)cc2)C(C)(C)C)c1,-1.3%,5%,-2%,-1%,4%,-5%,-2.3%,-1%,-2.1%,
Cc1cc(C)c(C#N)c(SCC(=O)N2CCCCC2)n1,0.5%,3%,3%,0%,-2%,-7%,-0.7%,-5%,-4.6%,
O=C(Nc1ccc(Cl)c(C(F)(F)F)c1)[C@@H]1CC=C[C@@H]2CCN(Cc3ccc(Cl)c(Cl)c3)C(=O)[C@@H]21,7.3%,4%,x,x,3%,x,x,2%,x,
O=C(Nc1nnc(S(=O)(=O)N2CCOCC2)s1)c1ccccc1F,1.6%,5%,7%,-6%,-1%,-2%,-0.8%,-3%,x,
Cc1ccccc1NS(=O)(=O)c1ccc(OCC(=O)N2CCCCC2)cc1,-0.2%,-3%,-6%,-1%,-7%,-7%,-1.7%,-1%,-5.9%,
Cc1ccc(NC(=S)NNC(=O)c2cn(C)nc2C)cc1,0.4%,10%,-23%,4%,22%,-9%,0.4%,1%,12%,
CCC(c1nnnn1C1CCCCC1)N(Cc1ccco1)Cc1cc2ccc(OC)cc2[nH]c1=O (configuration not stated),x,7%,17%,-4%,7%,5%,2.8%,11%,-7.3%,
Cc1ccc2c(c1)N(Cc1ccncc1)C(=O)C(C)O2 (configuration not stated),-0.2%,-2%,-5%,-2%,-4%,-15%,-1.0%,4%,-0.9%,
CCc1ccc(C(C)NC(=O)c2ccc3c(c2)OCO3)cc1 (configuration not stated),3.1%,8%,-2%,-3%,10%,-5%,-0.2%,-7%,x,
Cc1ccc(NC(=O)C2CC(=O)N(C(C)C)C2)cc1Cl (configuration not stated),1.4%,4%,-4%,0%,20%,-9%,0.0%,-2%,-6.8%,
CCCOc1ccc2oc(=O)c3c(c2c1)CCCN3C(=O)CN1CCN(C(=O)c2ccco2)CC1,1.4%,x,12%,8%,-1%,-1%,-0.8%,x,-3.1%,
O=C(NCC(=O)N(CC1CCCO1)C(C(=O)NC1CCCCC1)c1ccc(F)cc1)c1ccco1 (configuration not stated),-0.6%,3%,11%,4%,11%,-3%,-3.6%,0%,-5.2%,
CCC(=O)N/C=C/n1cnc2cc(C(F)(F)F)ccc21,3.8%,10%,-4%,0%,-3%,-14%,0.4%,-6%,-5.2%,
Cc1ccc(CCNC(=O)c2cc(-c3ccncc3)nc3ccc(S(=O)(=O)N4CCOCC4)cc23)cc1,1.8%,6%,34%,-6%,10%,-10%,-1.2%,1%,x,
Cc1cc(C(=O)CN2C(=O)NC3(CCCc4sccc43)C2=O)c(C)n1-c1ccc(Cl)cc1 (configuration not stated),4.5%,9%,8%,4%,11%,4%,2.0%,-1%,-6.8%,
COc1ccc(NCC(=O)N/N=C/c2ccc3c(c2)OCCO3)cc1,2.7%,10%,20%,0%,23%,-1%,2.6%,-1%,-6.9%,
CCCCCNC(=O)Cc1ccc(S(=O)(=O)N2CCOCC2)s1,-1.8%,9%,x,x,9%,x,x,-10%,x,
CC(C)CNS(=O)(=O)c1ccc(CCC(=O)NC2CCCCC2)cc1,-0.3%,-2%,x,x,13%,x,x,-5%,x,
COc1cc(C(=O)NC(=S)Nc2cccc(-c3cc4ccccc4oc3=O)c2)cc(OC)c1OC,1.5%,8%,20%,8%,0%,1%,-0.4%,7%,-3.6%,
CSc1nc2sc3c(c2c(=O)n1C)CCC3,1.8%,15%,5%,-1%,2%,-9%,-1.2%,-4%,x,Dengue-2 NS5 capping pilot replicate=-4.3
C/C(Cl)=C\Cn1c(O)c(N=NC(N)=S)c2ccccc21,-0.1%,-1%,-8%,2%,20%,3%,-3.2%,-5%,-1.3%,

# 11 structures out of the list, arranged by molar mass, falling:
SMILES,RSV antiviral HEp-2,Rac1 GTP hydrolysis,AID2073,SIAH1 antagonists,Large T inhibition,LYP inhibition,HIV peptide binding,Dengue-2 NS5 capping,XIAP antagonists,others
COCCNC(=O)C(c1ccc(C)cc1)N(Cc1ccco1)C(=O)CCC(=O)Nc1ccccn1 (configuration not stated),1.1%,8%,14%,-5%,-2%,-4%,-2.2%,-1%,x,
CCC(c1nnnn1C1CCCCC1)N(Cc1ccco1)Cc1cc2ccc(OC)cc2[nH]c1=O (configuration not stated),x,7%,17%,-4%,7%,5%,2.8%,11%,-7.3%,
Cc1cc(C(=O)CN2C(=O)NC3(CCCc4sccc43)C2=O)c(C)n1-c1ccc(Cl)cc1 (configuration not stated),4.5%,9%,8%,4%,11%,4%,2.0%,-1%,-6.8%,
O=C1CCC(C(=O)N(Cc2cccs2)C2(C(=O)NC3CCCCC3)CCCCC2)N1 (configuration not stated),0.0%,-5%,-4%,2%,20%,0%,-2.6%,-1%,-1.8%,
CCC(=NCCc1ccc(OC)c(OC)c1)C1=C(O)CC(C)(C)CC1=O,7.8%,4%,u,11%,3%,-4%,0.5%,-6%,-0.6%,
CCn1c(SCC(=O)c2ccccc2)nnc1-c1cccnc1,4.6%,11%,-2%,3%,22%,-7%,-0.9%,4%,13%,
COc1ccc([N+](=O)[O-])cc1NC(=O)c1ccccc1SC,-0.4%,-2%,25%,3%,21%,1%,-1.2%,-4%,-6.4%,
Cc1ccc(NC(=O)C2CC(=O)N(C(C)C)C2)cc1Cl (configuration not stated),1.4%,4%,-4%,0%,20%,-9%,0.0%,-2%,-6.8%,
Cc1ccc2c(c1)N(Cc1ccncc1)C(=O)C(C)O2 (configuration not stated),-0.2%,-2%,-5%,-2%,-4%,-15%,-1.0%,4%,-0.9%,
CSc1nc2sc3c(c2c(=O)n1C)CCC3,1.8%,15%,5%,-1%,2%,-9%,-1.2%,-4%,x,Dengue-2 NS5 capping pilot replicate=-4.3
Nc1ccnc(=O)[nH]1,0.3%,-2%,x,x,7%,x,x,-2%,x,

# Compound activity (PubChem)
